Screening results: PubChem, several laboratories
NPY-Y2 antag – antagonists of human neuropeptide Y receptor Y2. P49146. NPY-Y2 expressing cells, antagonist mode. inhibition, % at 2.7 µM. hit rate 0.99% among 140,000. AID 793; in the data active = inhibition above about 17%;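 also: 0% = vehicle with agonist challenge and 100% = reference antagonist with challenge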
Target sequence (P49146 whole entry, looked up): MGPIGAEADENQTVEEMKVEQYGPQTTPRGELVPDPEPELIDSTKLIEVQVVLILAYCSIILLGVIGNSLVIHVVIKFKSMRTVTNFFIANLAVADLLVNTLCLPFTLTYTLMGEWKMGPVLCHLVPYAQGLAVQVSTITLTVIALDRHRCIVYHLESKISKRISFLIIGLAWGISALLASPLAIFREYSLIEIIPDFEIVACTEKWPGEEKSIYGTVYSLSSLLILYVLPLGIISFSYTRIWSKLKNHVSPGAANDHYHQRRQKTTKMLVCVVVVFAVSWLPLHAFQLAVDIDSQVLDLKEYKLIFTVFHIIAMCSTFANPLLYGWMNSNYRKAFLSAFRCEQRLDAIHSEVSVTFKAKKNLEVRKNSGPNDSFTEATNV
Phagocytosis inh – blocks phagocytosis by macrophages; J774A.1 macrophage IgG-bead phagocytosis, imaging; inhibition, % at 5 µM; hit rate 0.07% among 110,000; AID 1029;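 active = inhibition above the mean of the plate negative controls plus 5 SD, cut at about 13% in these data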;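 also: phagocytic index as fraction of beads internalized from green versus red external bead signal; plate controls were DMSO negative control for no effect and cytochalasin-D positive control for full effect; some results beyond the cut were filed as inactive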
Measles CPE – protection of cells from measles virus. Measles virus-infected cells, CPE protection, absorbance. AID 841. hit rate 1.5% among 140,000. protection (pct of control), % at 4 µM; in the data active = protection mostly above about 24%, no sharp cut-off; inactive = mostly below about 26%; also: some compounds called inactive have numbers as strong as hits
GALR2 blocker – antagonists of human galanin receptor 2 (GALR2). GALR2-expressing cells, antagonist mode. O43603. hit rate 0.39% among 140,000. AID 828. inhibition, % at 4 µM; in the data active = inhibition above about 27%;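 also: cells stimulated with galanin 1-16 at roughly its EC80; 0% = agonist challenge control and 100% = basal control without agonist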
Target sequence (O43603 whole entry, looked up): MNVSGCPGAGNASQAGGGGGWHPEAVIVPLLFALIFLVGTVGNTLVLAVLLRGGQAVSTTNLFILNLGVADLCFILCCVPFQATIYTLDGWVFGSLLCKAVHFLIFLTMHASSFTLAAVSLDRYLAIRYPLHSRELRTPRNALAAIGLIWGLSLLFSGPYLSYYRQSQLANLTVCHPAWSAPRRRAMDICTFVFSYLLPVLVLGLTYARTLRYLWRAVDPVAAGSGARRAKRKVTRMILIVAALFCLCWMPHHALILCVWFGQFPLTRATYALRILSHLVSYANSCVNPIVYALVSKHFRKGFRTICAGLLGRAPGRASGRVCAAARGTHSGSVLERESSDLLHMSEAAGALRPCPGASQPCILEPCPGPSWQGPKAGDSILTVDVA
bCat KO growth – beta-catenin-lacking colon tumor cell growth suppression; HCT116 beta-catenin knockout viability, CellTiter-Glo, 60 h; hits give low values; viability, % at 10 µM; hit rate 1.5% among 140,000;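 active = viability at or under a set limit, the compound median less 4 SD, cut at about 6% in these data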;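 also: 0% = Hyamine 1622 control at 20 µM and 100% = untreated cell control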
PTEN del growth – PTEN-deleted cell growth suppression; HCT116 PTEN-null viability, CellTiter-Glo, 60 h; hits give low values; viability, % at 10 µM; hit rate 1.2% among 140,000;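 active = viability at or below a set limit, 4 SD under the median of all tested compounds, cut at about 3.7% in these data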;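 also: PTEN knockout HCT116 line with beta catenin targeted HCT116 as companion control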
Yeast growth inh – yeast BB579 growth reduction in restrictive medium; S. cerevisiae BB579 growth, OD615, 48 h; inhibition, % at 10 µM; hit rate 0.51% among 140,000; AID 804;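 active = inhibition above a set limit, 3 SD over the mean compound inhibition, cut at about 44% in these data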; also: inactives centre near -24
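controls = amphotericin B 10 µg/mL, positive | assay system = DeaD yeast strain BB579 | schedule = 48 h compound exposure at 30 °C after 4 h preincubation | detection = OD615 turbidity measurement | medium = restrictive CSMM-D medium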
E-sel TNF inh – blocks E-selectin expression induced by TNF alpha | HUVEC TNFa-induced E-selectin immunofluorescence, high content | inhibition, % at 2 µM | hit rate 0.71% among 120,000;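 active = inhibition above the batch mean plus 3 SD, and confirmed as a hit on visual image review, cut at about 43% in these data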;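 also: 0% = TNF-stimulated DMSO wells and 100% = unstimulated control wells; not every result past the cut was called active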
MRP-1 activ – activators of MRP-1; H69AR cells + doxorubicin, viability rescue, CellTiter-Glo; viability increase, % at 10 µM; hit rate 0.61% among 140,000; AID 799;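 active = viability gain under doxorubicin at or above a set limit, the compound median plus 3 SD, cut at about 4.7% in these data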;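 also: MRP-1 overexpressing cells given doxorubicin 25 µM after compound pretreatment; 18-22 h compound pretreatment then 72 h with doxorubicin before readout; 0% = doxorubicin-only wells and 100% = vehicle-treated cells without doxorubicin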
Yeast life ext – yeast lifespan extension; S. cerevisiae growth with nicotinamide, OD615; deaD strain in restrictive glucose medium; inhibition of the nicotinamide effect, % at 10 µM; hit rate 0.68% among 130,000; AID 775;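 active = inhibition above a set limit, placed 3 SD over the median of all compounds, cut at about 26% in these data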;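 also: 0% = nicotinamide-treated wells and 100% = cells grown without nicotinamide; some compounds called inactive have numbers as strong as hits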
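Measured by: optical density (absorbance) at 615 nm; System: modified budding yeast, DeaD strain; Medium: restrictive CSMM-D dextrose medium; Timing: 4 h preincubation then 48 h treatment at 30 °C.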
Active calls of the source: *; x = no result given; & = joins results of further samples.

SMILES | NPY-Y2 antag | Phagocytosis inh | Measles CPE | GALR2 blocker | bCat KO growth | PTEN del growth | Yeast growth inh | E-sel TNF inh | MRP-1 activ | Yeast life ext
Cn1c(C(=O)N2CCCc3ccccc32)cc2c(=O)n3ccccc3nc21 | 3 | x | 9 | 0 | 94 | 84 | -8 | x | -0.9 | 0
O=S(=O)(N/N=C\C=C\c1ccccc1)c1ccc(Cl)cc1 | 9 | -1 | 0 | 3 | 75 | 73 | -4 | -52 | -1.3 | -5
O=C(Cn1cc(C(F)(F)F)ccc1=O)N/N=C/c1ccc(Cl)cc1Cl | 1 | -2 | 8 | -14 | 79 | 84 | -34 | x | -4.4 | 3
CCCOc1ccc(C(=O)CCNc2ccc(C)c(Cl)c2)cc1 | 2 | x | 0 | 1 | 93 | 94 | -18 | -69 | -3.7 | -10
Cc1ccccc1CSc1nc2c(c(=O)[nH]1)CCCC2 | 1 | 0 | 29 | -19 | 92 | 110 | -101 | 18 | -0.3 | 5
Cc1cccc(-c2nnc(NC(=O)c3ccc(N4C(=O)CCC4=O)cc3)s2)c1 | 0 | x | 8 | -9 | 107 | 94 | -19 | -15 | -0.2 | 2
CCC(C)(C(=O)NC1CCCCC1)N(C(=O)c1ccccn1)c1ccccc1 (centres undefined) | 5 | 0 | 2 | 1 | 96 | 113 | -19 | 16 | 0.5 | -5
CCOC(=O)C1=C(C)OC(N)=C(C#N)C1c1ccsc1 (centres undefined) | -3 | 0 | 6 | -6 | 94 | 109 | 4 | -9 | 0.6 | -14
CCC(C)(C)n1nnnc1C(c1ccc(C)cc1)N1CCN(Cc2cccnc2)CC1 (centres undefined) | 0 | 0 | 7 | 5 | 89 | 86 | -37 | -10 | -3.2 | 0
S=c1[nH]nc(-c2ccccc2)o1 | 2 | 0 | 2 | 11 | 111 | 103 | -31 | 8 | -2.0 | -17
Cc1cccc(-c2nc3c(c(SCC(=O)N(C)C)n2)CCCC3)c1 | 1 | x | 13 | -1 | 70 | 72 | -7 | 23 | -1.2 | x
CC1=C(C(=O)Nc2ccccc2)C(c2ccco2)NC(=S)N1 (centres undefined) | 2 | x | 3 | 12 | 94 | 88 | -20 | -12 | -1.2 | -11
Cc1ccc(C2(C)NC(=O)N(CC(=O)Nc3ccc4c(c3)OCO4)C2=O)cc1 (centres undefined) | 0 | -3 | 7 | -1 | 83 | 96 | -32 | -12 | 0.9 | 4
O=C(O)CCc1nc2ccccc2n(CCc2ccccc2)c1=O | 2 | -1 | 6 | 1 | 100 | 110 | -74 | -8 | -0.7 | -6
CC(=O)Nc1ccc(S(=O)(=O)Nc2nnc(C(C)C)s2)cc1 | 1 | 0 | 1 | -2 | 94 | 99 | -40 | -3 | -2.2 | -8
CCOc1ccc(NC(=O)c2nccnc2CO)cc1 | 1 | -1 | 1 | -1 | 99 | 98 | -2 | x | 0.9 | -4
Cc1ccc(-n2c(SCC(=O)OC(C)C)nnc2-c2ccncc2)cc1 | -1 | x | 7 | -10 | 99 | 95 | -45 | -5 | -3.8 | -3
CC(=O)c1ccc(NC(=S)N2CCCC(CO)C2)cc1 (centres undefined) | 0 | -15 | 20 | 14 | 95 | 87 | -24 | 10 | -1.3 | -4
O=C1c2ccccc2C(Nc2ccc(Cl)cn2)N1c1cccnc1 (centres undefined) | 6 | 0 | 22 | 3 | 82 | 83 | -30 | -2 | -2.1 | 5
CC(C)C(NC(=O)C1CCCCC1)C(=O)N1CCN(c2ccc(F)cc2)CC1 (centres undefined) | -3 | -2 | 2 | -2 | 60 | 67 | 4 | x | -4.0 | -6

Another view of some results above.
Screens in order: NPY-Y2 antag | Phagocytosis inh | Measles CPE | GALR2 blocker | bCat KO growth | PTEN del growth | Yeast growth inh | E-sel TNF inh | MRP-1 activ | Yeast life ext
CC1=C(C(=O)Nc2ccccc2)C(c2ccco2)NC(=S)N1 (centres undefined)
 : 2 | x | 3 | 12 | 94 | 88 | -20 | -12 | -1.2 | -11
Cc1ccc(C2(C)NC(=O)N(CC(=O)Nc3ccc4c(c3)OCO4)C2=O)cc1 (centres undefined)
 : 0 | -3 | 7 | -1 | 83 | 96 | -32 | -12 | 0.9 | 4

(next part)
SMILES | NPY-Y2 antag | Phagocytosis inh | Measles CPE | GALR2 blocker | bCat KO growth | PTEN del growth | Yeast growth inh | E-sel TNF inh | MRP-1 activ | Yeast life ext
CCN1CCN(C(=O)c2ccccc2N(Cc2ccccc2)S(C)(=O)=O)CC1 | 0 | 0 | 3 | 10 | 104 | 102 | -13 | -27 | -0.6 | -11
O=C(O)CCC/C=C\C[C@@H]1[C@@H](/C=C/[C@@H](O)COc2cccc(Cl)c2)[C@H](O)C[C@@H]1O | 4 | x | 60 | 8 | 101 | 98 | -40 | x | -1.1 | 8
COc1ccccc1NC(=O)c1ccccc1NS(C)(=O)=O | 3 | -1 | 5 | 2 | 100 | 88 | -38 | -8 | -0.9 | -13
O=C(CCSc1ccc(Cl)cc1)NC1CCCCC1 | 2 | x | 6 | -7 | 105 | 110 | -10 | 10 | 0.1 | -17
O=C(O)c1ccccc1C(=O)N1CC=C(c2ccccc2)CC1 | 2 | 0 | 15 | 13 | 78 | 82 | 11 | -28 | -3.1 | -5
CC(=O)N1CCN(c2ccc([N+](=O)[O-])c(-n3nc(C)cc3C)c2)CC1 | 0 | -5 | 7 | 10 | 102 | 98 | -1 | x | -1.1 | 0
Cc1nc(-c2cccc(NS(C)(=O)=O)c2)cs1 | 7 | -2 | 7 | -6 | 86 | 90 | -31 | x | -0.6 | -7
COc1ccccc1-n1cc(-c2ccc(Cl)cc2)[nH]c1=O | 0 | -7 | 11 | 5 | 90 | 104 | -17 | x | -1.5 | -2
Cc1cc(C)c(C#N)c(SCC(=O)NN2CC(=O)N(c3ccccc3F)CC2=O)n1 | 2 | x | 8 | 12 | 100 | 98 | -9 | x | -0.6 | 6
CCOc1ccc(NC(=O)C2CC(=O)N=C(N)S2)cc1 (centres undefined) | 3 | 0 | 3 | -4 | 95 | 103 | -21 | -14 | -1.1 | -9
CCCc1cc(=O)oc2cc3occ(C)c3cc12 | 8 | 0 | 14 | 8 | 94 | 109 | 0 | -18 | 0.6 | -11
CCCC(C)NC(=O)c1ccc(F)cc1 (centres undefined) | 4 | 2 | 7 | 6 | 101 | 105 | -24 | 4 | -1.0 | -7
COCCNc1nc2sc3c(c2c(=O)n1Cc1ccco1)CCCCC3 | 0 | -10 | x | 5 | 86 | 82 | -1 | x | 0.3 | -2
Cc1ccccc1-c1nnn(CC(=O)c2ccc(S(=O)(=O)N3CCCC3)cc2)n1 | 0 | -1 | 3 | -4 | 86 | 79 | -35 | 9 | -3.3 | -4
Cn1ncc([N+](=O)[O-])c1C(=O)N/N=C/c1ccc(F)cc1 | 0 | -2 | 18 | -1 | 101 | 108 | -26 | x | -0.8 | 7
CCOC(=O)c1sc(NC(=O)/C=C/c2ccccc2)nc1C | 1 | -3 | 3 | 0 | 89 | 90 | -25 | 11 | -3.3 | 5
O=C(c1ccco1)N1CCN(C(=O)C(c2ccccc2)c2ccccc2)CC1 | 1 | x | 6 | 9 | 82 | 92 | -7 | 22 | -1.7 | x
COc1cccc(-c2cc(C(F)(F)F)n3nc(N)nc3n2)c1 | 0 | -1 | 12 | 7 | 89 | 86 | 7 | -9 | -3.8 | -17
N#C/C(=C\c1ccc(Cl)cc1)c1nc(-c2ccco2)cs1 | 6 | x | 7 | -8 | 76 | 82 | -52 | x | -3.3 | 0
CCN(CC)S(=O)(=O)c1ccc(NC(=O)C2COc3ccccc3O2)cc1 (centres undefined) | 2 | 0 | 1 | -3 | 96 | 86 | -13 | -20 | 0.0 | -13
O=c1c(-c2nnc(SCc3ccc(Cl)cc3Cl)o2)cccn1Cc1ccccc1 | 6 | x | 6 | -4 | 82 | 74 | -40 | 31 | -3.0 | 5
O=C(Cn1nnc(-c2ccc(S(=O)(=O)N3CCCC3)cc2)n1)NCC1CCCO1 (centres undefined) | 1 | 0 | 6 | -10 | 93 | 99 | -12 | 16 | -1.6 | -6
Cc1ccc(C)c(NC(=O)CCC(=O)NNC(=O)c2cccc([N+](=O)[O-])c2)c1 | 0 | 0 | 10 | 5 | 94 | 95 | -33 | 34 | -0.9 | -10
COc1ccccc1S(=O)Cc1ccc(C(=O)NC2CCCC2)o1 (centres undefined) | 4 | x | 7 | -18 | 100 | 105 | -20 | x | 0.3 | -6
Cc1cc2[nH]c3ccccc3c2c(C)n1 | 3 | -1 | 26 | 14 | 21 | 19 | -19 | x | -2.2 | 7
CCC(=O)Nc1ccc(C(=O)Nc2ccc3c(c2)C(=O)N(CC2CCCO2)C3=O)cc1 (centres undefined) | -3 | -1 | 12 | 4 | 93 | 107 | -72 | -3 | -0.7 | -8
CC1CCCN(C(=O)N2c3ccccc3Sc3ccccc32)C1 (centres undefined) | 4 | -1 | 22 | 0 | 44 | 60 | -25 | 8 | 1.6 | -6
O=C(Nc1cnn(Cc2ccc(Cl)cc2)c1)C1CCCC1 | -1 | 0 | 4 | -7 | 84 | 97 | -19 | -16 | 2.9 | -11
Clc1ccc(-c2cn3c(n2)-c2ccccc2C3)cc1Cl | 3 | -9 | 11 | 24 | 66 | 70 | -48 | 5 | -0.9 | -3
CCc1ccccc1N(CC(=O)NCc1ccco1)C(=O)c1snc(C(N)=O)c1N | -1 | 0 | 6 | 11 | 94 | 82 | -50 | x | -4.3 | -16
O=C(C1CCCN(S(=O)(=O)c2ccc(F)cc2)C1)N1CCCC1 (centres undefined) | 5 | -1 | 6 | 4 | 93 | 98 | -27 | -5 | -1.3 | -7
N/C(COc1ccc(Cl)cc1Cl)=N\NS(=O)(=O)c1ccccc1 | 9 | -1 | 13 | -5 | 96 | 89 | -10 | 10 | -0.9 | -3
CC1=CC(C)=Nc2ccc(C)cc2N1 | 5&2 | -2&1 | 5&6 | -8&-4 | 99&112 | 97&93 | -32&-11 | -21&5 | -1.9&-2.3 | -4&0
CC1(C)CC(=O)c2cnc(NC(=O)CSc3nc4ccccc4o3)nc2C1 | 1 | x | 17* | 15 | 82 | 88 | -22 | -13 | -1.2 | x
CCCCn1c(SCN2C(=O)c3ccccc3C2=O)nc2cc(S(N)(=O)=O)ccc21 | 1 | -1 | 11 | 6 | 94 | 107 | -15 | -1 | 0.1 | x
CCN1C(=O)/C(=C/N2CCc3ccccc32)SC1=S | 5 | 2 | 1 | 4 | 83 | 79 | -53 | -32 | -0.7 | -10
Cc1cc(Cl)cc(C)c1OCCCCn1ccnc1 | 6 | -1 | 9 | 6 | 53 | 63 | -58 | -6 | 0.2 | -10
Cc1cccc(OCc2nnc(SCc3nc4ccccc4c(=O)[nH]3)o2)c1 | 6 | -5 | 4 | -22 | 88 | 97 | -26 | 0 | -0.9 | -12
O=C(Cn1nc(-c2ccccc2)ccc1=O)Nc1ccc(N2CCN(C(=O)c3ccccc3)CC2)cc1 | -7 | x | 20 | 18 | 90 | 77 | -47 | -53 | -3.0 | -1
O=C(c1cc(-c2cccc(O)c2)on1)N1CCN(C(c2ccccc2)c2ccccc2)CC1 | 1 | -1 | 10 | -3 | 43 | 41 | -41 | -9 | -5.6 | 1
O=C(O)C1CC(c2cccc(Br)c2)=NO1 (centres undefined) | 0 | 0 | 15 | 6 | 101 | 95 | -12 | -20 | 0.5 | -11
